# Screens (PubChem BioAssay)
# ABHD5-PLIN5 inh = blocks binding of human ABHD5 to perilipin-5; inhibition, % at 4 µM; AID 602281; Q00G26+Q8WTS1; hit rate 0.78% among 360,000; Split G. princeps luciferase complementation, luminescence, 4 h;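 active = inhibition above the mean inhibition across every tested compound plus 3 SD, cut at about 22% in these data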;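 also: 0% = DMSO only wells and the 100% control is not disclosed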
# SRC1 inh = inhibits human SRC1 coactivator. Q15788. HEK293 GAL4-SRC1 luciferase reporter, luminescence. inhibition, % at 3.6 µM. hit rate 0.12% among 360,000;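 active = inhibition above the campaign mean plus 3 SD, with each screening campaign given its own cutoff, cut at about 60% in these data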;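 also: 0% = DMSO treated cells and 100% = gossypol at 36 µM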
# NR2F2 inh = blocks human COUP-TFII nuclear receptor. HEK293T NGFI-A luciferase reporter, luminescence. inhibition, % at 8.6 µM. hit rate 0.7% among 370,000. AID 686940;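 active = inhibition above a per-plate cutoff, mean inhibition of test wells between control levels plus 3 SD, cut at about 38% in these data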;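 also: cells cotransfected with COUP-TFII expression vector driving the NGFI-A reporter; 0% = median of COUP-TF2 test wells and 100% = reporter-only cells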
# LRH-1 inv ag = inverse agonists of human LRH-1 (NR5A2) | O00482 | AID 602396 | inhibition, % at 3.6 µM | hit rate 0.13% among 360,000 | HEK293T StAR-luciferase reporter, LRH-1 transfected, 24 h;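 active = inhibition above the mean inhibition of all tested compounds plus 3 SD, cut at about 73% in these data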;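 also: 0% = DMSO wells and 100% = reporter-only cells lacking LRH-1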
# NCOA3 inh = inhibits human SRC3 coactivator; HEK293 GAL4-SRC3 luciferase reporter, luminescence; inhibition, % at 3.6 µM; hit rate 0.17% among 360,000;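 active = inhibition above a per-campaign cutoff, the mean of all compounds plus 3 SD, cut at about 60% in these data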;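 also: 0% = DMSO-treated cells and 100% = gossypol-treated cells at 36 µM; higher means less SRC3-driven luciferase light from the GAL4 reporter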
# Granule exo inh = blocks lytic granule exocytosis; TALL-104 LAMP-1 surface exposure, flow cytometry; cells stimulated with thapsigargin and PMA; AID 651702; hit rate 0.66% among 360,000; inhibition, % at 10 µM;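 active = inhibition above about 55%, limit read from the data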
# TLR9-MyD88 inh = blocks human TLR9 binding to MyD88 | inhibition, % at 4.98 µM | CHO BLA complementation TLR9-MyD88, CCF4 FRET ratio | hit rate 0.21% among 340,000 | Q9NR96+Q99836;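 active = inhibition above the mean over all tested compounds plus 3 SD, cut at about 21% in these data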;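 also: 0% = DMSO only wells and 100% = clavulanate BLA inhibitor control wells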
# Target sequence (Q99836 whole entry, looked up): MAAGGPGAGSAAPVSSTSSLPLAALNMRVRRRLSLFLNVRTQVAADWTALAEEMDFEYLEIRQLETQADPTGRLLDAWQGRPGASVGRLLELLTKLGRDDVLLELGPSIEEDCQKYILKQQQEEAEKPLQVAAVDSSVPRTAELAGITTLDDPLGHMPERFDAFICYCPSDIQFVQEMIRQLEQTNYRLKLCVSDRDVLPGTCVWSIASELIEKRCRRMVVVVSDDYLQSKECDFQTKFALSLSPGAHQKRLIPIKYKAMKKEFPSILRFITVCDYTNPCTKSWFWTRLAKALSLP
# Target sequence (Q9NR96 whole entry, looked up): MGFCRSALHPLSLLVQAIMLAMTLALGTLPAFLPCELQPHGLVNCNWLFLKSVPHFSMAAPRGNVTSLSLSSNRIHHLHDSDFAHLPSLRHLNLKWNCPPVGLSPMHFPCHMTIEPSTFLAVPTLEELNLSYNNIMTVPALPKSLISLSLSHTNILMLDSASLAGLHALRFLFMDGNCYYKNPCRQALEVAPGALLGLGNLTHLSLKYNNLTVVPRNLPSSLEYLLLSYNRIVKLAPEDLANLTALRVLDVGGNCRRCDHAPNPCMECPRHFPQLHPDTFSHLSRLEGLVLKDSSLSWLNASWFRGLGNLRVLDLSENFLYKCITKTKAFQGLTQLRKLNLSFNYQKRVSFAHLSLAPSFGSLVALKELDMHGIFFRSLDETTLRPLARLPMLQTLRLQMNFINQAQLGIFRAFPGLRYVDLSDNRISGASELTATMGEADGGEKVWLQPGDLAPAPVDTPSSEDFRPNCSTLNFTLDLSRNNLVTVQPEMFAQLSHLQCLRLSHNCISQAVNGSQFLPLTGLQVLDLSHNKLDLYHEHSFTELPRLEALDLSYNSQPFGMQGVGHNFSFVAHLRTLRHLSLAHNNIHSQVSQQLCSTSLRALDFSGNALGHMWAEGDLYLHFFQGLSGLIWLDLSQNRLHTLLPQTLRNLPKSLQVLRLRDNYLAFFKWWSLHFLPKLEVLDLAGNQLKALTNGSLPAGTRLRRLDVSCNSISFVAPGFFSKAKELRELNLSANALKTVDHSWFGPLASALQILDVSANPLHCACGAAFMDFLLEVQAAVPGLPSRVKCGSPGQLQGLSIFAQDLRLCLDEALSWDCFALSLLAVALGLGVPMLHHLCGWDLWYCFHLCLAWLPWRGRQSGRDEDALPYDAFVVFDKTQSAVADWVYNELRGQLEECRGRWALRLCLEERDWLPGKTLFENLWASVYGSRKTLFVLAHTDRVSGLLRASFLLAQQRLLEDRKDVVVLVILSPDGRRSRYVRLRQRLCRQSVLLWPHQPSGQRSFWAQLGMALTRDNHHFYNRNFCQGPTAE
# TROY NFkB inh = blocks TROY-dependent signaling in reporter cells. Q293 LMP1-TROYcd NF-kB luciferase reporter, 4 h. inhibition, % at 10 µM. hit rate 0.98% among 360,000;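 active = compounds whose plate-normalised and pattern-corrected inhibition of the luciferase reporter signal at the single screening dose is 50% or more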
# TWEAK Fn14 block = blocks TWEAK-Fn14 interaction in a reporter cell assay; TWEAK-stimulated Fn14 reporter cells, luciferase luminescence, 8 h; inhibition, % at 10 µM; hit rate 2% among 360,000; in the data active = inhibition above about 50%
# NOD2-RIPK2 inh = inhibitors of human NOD2-RIPK2 interaction; O43353; CHO BLA complementation NOD2-RIPK2, CCF4 ratio; inhibition, % at 4.98 µM; hit rate 0.38% among 360,000; in the data active = inhibition above about 21%;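 also: 0% = vehicle only and 100% = reference blocker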
# NCOA2 inhibitor = inhibits human steroid receptor coactivator 2; Q15596; hit rate 0.17% among 370,000; inhibition, % at 9 µM; HEK293 GAL4-SRC2 luciferase reporter, luminescence;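 active = inhibition above the mean inhibition of all tested compounds plus 3 SD, set per campaign, cut at about 52% in these data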;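 also: 0% = DMSO treated cells and 100% = cells given Gossypol at 36 µM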
# * = called active by the depositor; nt = not tested or not shown. Not all compounds are listed (hit frequency here may not be typical).
SMILES,ABHD5-PLIN5 inh,SRC1 inh,NR2F2 inh,LRH-1 inv ag,NCOA3 inh,Granule exo inh,TLR9-MyD88 inh,TROY NFkB inh,TWEAK Fn14 block,NOD2-RIPK2 inh,NCOA2 inhibitor
Cc1cccc(OCC(=O)Nc2cccc(-c3nnc(-c4ccccc4)o3)c2)c1C,-7,-62,9,-3,-8,3,-14,-22,-30,-2,-1
COc1ccc(-c2nnn(CC(=O)N(Cc3cccs3)C(C)C(=O)NCCC(C)C)n2)cc1OC (stereo unspecified),-1,2,0,15,15,0,13,2,-9,9,35
Cc1ccc(SCCC(=O)OCC(=O)NCC2CCCCC2)cc1,-3,0,7,13,4,0,0,-16,3,-7,-15
CC(=O)Oc1ccc(Cl)cc1/C=C/c1ccc2ccccc2n1,-3,-115,-46,-124,-87,3,6,-41,31,8,-39
O=C(COC(=O)c1ccc([N+](=O)[O-])o1)NC12CC3CC(CC(C3)C1)C2,3,0,16,5,-8,-2,-4,-9,8,-4,9
COc1ccc(CCNC(=O)c2ccc3c(=O)n4c(nc3c2)CCC4)cc1OC,1,1,6,0,1,0,-5,11,-23,0,-21
Cc1cc(C)nc(Sc2nc(Nc3ccccc3)nc(Sc3nc(C)cc(C)n3)n2)n1,-3,-28,-4,-1,-6,0,-1,-20,12,-4,0
CCOc1ccc(OCC)c(NC(=O)C2CCCN(S(=O)(=O)c3cnc[nH]3)C2)c1 (stereo unspecified),3,2,-1,13,-4,6,7,-7,-12,-1,-6
CCOC(=O)c1ccc(NS(C)(=O)=O)cc1,-3,4,7,-21,-2,0,1,nt,82*,-11,-11
O=C(NCCc1ccccc1)C1CCCN(S(=O)(=O)c2cccs2)C1 (stereo unspecified),0,-16,19,-17,-6,4,3,-10,9,-9,15
CCC(C)NC(=O)c1ccccc1NS(=O)(=O)c1ccc(OC)c(OC)c1 (stereo unspecified),-4,6,-9,0,-12,5,-4,18,-2,2,-3
Cc1cc(N/N=C/c2ccccc2Br)nc2ccccc12,-3,-43,-2,-26,-45,15,12,-100,-70,7,-22
CCCCCC1C(C(=O)OCC)C(=O)NC1(C(=O)OCC)C(=O)OCC (stereo unspecified),-8,1,-14,-1,-6,95*,-7,-1,-4,0,-7
COc1cccc(N(CC(=O)N/N=C(\C)c2cccs2)S(C)(=O)=O)c1,1,-12,14,9,-9,-5,4,-6,11,9,5
COc1cc(Cl)c(C)cc1NC(=O)COc1ccccc1[N+](=O)[O-],-5,-5,-6,16,-13,0,-12,-34,-33,5,-7
Cc1ncc([N+](=O)[O-])n1Cc1ccccc1,-2,13,-41,4,21,-1,-90,-8,9,-3,1
OC(Cc1ccncc1)(c1ccccc1)c1ccccc1,-6,2,16,-3,-24,1,-6,-1,13,-7,2
O=C(COC(=O)c1cc(F)cc(F)c1)Nc1cccnc1Cl,-2,-8,-16,-2,4,-2,5,-3,2,-12,7
CC(CC(=O)Nc1ccc(S(=O)(=O)N2CCOCC2)cc1)c1ccccc1 (stereo unspecified),-3,1,14,-13,0,-1,-6,1,6,4,-31
Cc1ccc(NC(=O)CC2S/C(=N/N=C/c3ccco3)NC2=O)cc1Cl (stereo unspecified),1,0,-11,8,9,-5,-1,12,-46,-6,15
CC(C)(C)n1nc2c(c1NC(=O)c1cccs1)CS(=O)C2 (stereo unspecified),3,-8,3,14,-1,2,-2,-17,1,4,-11
CCCNC(=S)NCc1ccc(Cl)cc1,-1,15,5,23,13,8,-2,4,24,0,8
CN1C(=O)C(O)(CC(=O)c2cccs2)c2ccccc21 (stereo unspecified),1,-4,-11,-1,14,-2,17,1,5,5,-6
CCCCCC(=O)Nc1cccc(C2=NOC3(C2)C[C@H](C(N)=O)N(C(=O)[C@H]2CCC(=O)N2)C3)c1 (stereo partly specified),2,-4,-4,-3,-7,4,-1,5,-6,-9,-4
COc1ccc(NC(=O)N(C)C[C@H]2OCCCC[C@H](C)Oc3ccc(NS(=O)(=O)c4cn(C)cn4)cc3C(=O)N([C@H](C)CO)C[C@@H]2C)cc1,2,-72,-8,-11,0,8,-2,1,-1,-11,-16
CC(C)(C)c1ccc(/C=N/OCC(=O)NCc2ccccc2)cc1,-16,8,12,-2,11,0,-2,0,20,0,10
Nc1n[nH]c2cccc(Cl)c12,-4,7,13,13,21,-1,0,11,6,8,-4
Oc1oc(C=Nc2ccc(F)cc2F)c2ccccc12,0,-16,-1,-10,9,-1,2,-6,24,-4,-11
O=C(O)CCC(=O)NCc1cn(-c2ccccc2)nc1-c1cccc(Br)c1,5,-8,9,-30,8,1,-5,-7,-3,3,8
Cc1ccc(S(=O)(=O)NNC(=O)c2ccoc2C)cc1,-4,-6,-4,-3,6,-6,7,17,1,-2,1
c1ccc(OCCN2CCN(Cc3nc(-c4ccc5c(c4)OCO5)no3)CC2)cc1,-2,17,2,15,-1,0,-4,16,8,-11,-19
NCCSC1CC(=O)N(c2ccc(Cl)c(Cl)c2)C1=O (stereo unspecified),3,-24,16,-41,-23,-3,5,1,4,6,-13
COc1ccc2c(c1)C1(Nc3ccccc3-c3nc4ccccc4n31)C(=O)N2C (stereo unspecified),8,-10,-15,5,-31,2,-10,-34,9,7,-11
CSCCC(NS(=O)(=O)c1ccccc1F)C(=O)NC(C)c1ccccc1 (stereo unspecified),1,10,14,2,21,4,-8,4,11,-6,-34
O=C(NCc1ccccc1OC(F)(F)F)C1CCC(=O)N(Cc2cccc(F)c2)C1 (stereo unspecified),1,3,14,-7,5,3,-10,0,-7,8,-28
CC(C)c1cc(-c2cc(-c3ccc(Cl)cc3)on2)nc(NC2CCCC2)n1,-3,1,4,1,8,-12,-3,-25,11,0,-25
CC1CCC(NC(=O)CNC(=O)Cc2cccc3ccccc23)CC1 (stereo unspecified),7,-10,-16,5,4,-6,-7,-25,-16,6,9
CCOC(=O)[C@]12CCC=C1N(Cc1cccc3ccccc13)C(=O)[C@H](CC(=O)NCc1cccc3ccccc13)C2,0,nt,-4,4,nt,-1,nt,-8,25,-17,-1
CN(C)C(=S)Nc1ccc(Cl)cc1,-3,6,-5,15,3,-6,-9,-5,3,-9,-17
COC(=O)c1ccc(NC(=O)c2c(C(=O)Nc3ccccc3)sc3nc(C)cc(=O)n23)cc1,3,-6,7,-12,8,-1,-8,9,-20,6,0
CCOc1cc(NC(=S)NCCCOC)c(OCC)cc1NC(=O)c1ccco1,-8,-8,0,-19,8,-1,-4,-10,3,-1,11
O=C(CN1CCN(CCC(=O)Nc2ccccc2F)CC1)Nc1ccc(F)cc1,1,-5,5,0,8,2,-7,-15,-12,-12,-20
O=C(CNC(=O)c1ccccn1)N/N=C/c1ccccc1,2,-8,12,-14,9,-1,-11,-12,-9,-2,-10
O=C(Oc1ccccc1C(=O)Oc1ccccc1)c1ccco1,0,14,13,-8,2,0,-6,-35,-10,-6,-21
Cc1sc2nc(SCC(=O)Nc3ccc(Cl)c(C(=O)O)c3)[nH]c(=O)c2c1C,0,-100,-40,-108,-118,0,0,25,52*,-4,-26
CC1(C)CC(=O)C2=C(C1)N(c1ccc(F)cc1)C(=O)CC2c1ccccc1 (stereo unspecified),3,-1,9,-9,3,1,-5,-6,2,-6,-14
O=c1cc(C(F)(F)F)nc(-c2ccccc2)[nH]1,1,14,-11,2,19,-2,1,-7,-1,3,-38
Cc1ccc(NC(=O)COC(=O)c2ccc3ncsc3c2)c(C)c1,-8,-3,15,10,22,14,-4,0,29,6,19

# 2 compounds drawn at random from the list so far:
SMILES,ABHD5-PLIN5 inh,SRC1 inh,NR2F2 inh,LRH-1 inv ag,NCOA3 inh,Granule exo inh,TLR9-MyD88 inh,TROY NFkB inh,TWEAK Fn14 block,NOD2-RIPK2 inh,NCOA2 inhibitor
CN(C)C(=S)Nc1ccc(Cl)cc1,-3,6,-5,15,3,-6,-9,-5,3,-9,-17
O=c1cc(C(F)(F)F)nc(-c2ccccc2)[nH]1,1,14,-11,2,19,-2,1,-7,-1,3,-38

# (listing goes on)
SMILES,ABHD5-PLIN5 inh,SRC1 inh,NR2F2 inh,LRH-1 inv ag,NCOA3 inh,Granule exo inh,TLR9-MyD88 inh,TROY NFkB inh,TWEAK Fn14 block,NOD2-RIPK2 inh,NCOA2 inhibitor
CCN(CC)S(=O)(=O)c1ccc(N2CC(C(=O)N3CCOCC3)CC2=O)cc1 (stereo unspecified),-8,-2,0,-9,22,0,1,4,5,8,2
Cc1ccc(Cn2cnc3ccccc32)cc1,2,-42,15,30,12,-3,2,12,12,-15,-4
CCOC(=O)Cc1nnc(NC(=O)c2cccc(OCC)c2)s1,3,0,5,-4,-26,1,4,1,11,1,-10
Cn1cc([N+](=O)[O-])c(C(=O)N/N=C/c2ccccc2)n1,3,-20,-1,-8,10,2,5,0,13,-9,2
COc1ccc(CN2CCN(CC(=O)Nc3ccccc3C(=O)NC3CC3)CC2)cc1F,1,11,0,1,3,-2,-6,-11,-30,1,9
Oc1c(Cl)cc(Cl)cc1C=Nc1ccc2c(c1)OCCO2,-8,-6,-5,9,9,0,-1,63*,75*,0,33
COc1ccc(S(=O)(=O)Nc2ccc(F)c(F)c2)cc1Cl,3,11,6,6,15,3,9,8,4,0,-9
Cn1c(=O)c2c(nc(SCCN3CCOCC3)n2Cc2ccc(F)cc2)n(C)c1=O,5,-69,-51,-71,-79,-8,9,-35,8,-11,-47
O=C(NNCc1ccccc1)c1ccccn1,-5,-72,-36,-114,-87,-8,-2,-5,34,-14,-59
CCOc1ccc(CCNC(=O)COC(=O)c2ccc(S(=O)(=O)N3CCCC3)cc2)cc1OCC,9,-15,4,-5,-8,0,-9,-13,-7,-15,-1
COc1ccc(C2Nc3ccccc3C(=O)N2NS(=O)(=O)c2ccc(C)cc2)cc1 (stereo unspecified),-6,-6,8,5,-10,-1,6,-31,10,7,-2
COc1cc(Cn2c3ccc(NC(=O)CC(C)c4ccccc4)cc3c(=O)n2C)ccc1F (stereo unspecified),-2,-10,24,-6,-6,8,nt,27,0,6,35
CC(=O)NCCOc1ccc(C(=O)O)cc1,-5,-26,-3,4,-3,-4,-6,6,2,-4,1
Cc1cc(C)n2c(SCC(O)=C(C#N)c3nc4ccccc4[nH]3)nnc2n1,-3,-9,7,-2,-10,5,-12,-27,38,-11,5
CN(Cc1ccc(Cl)cc1)C(=O)CNC(=O)C12CC3CC(CC(C3)C1)C2,-8,-10,5,-32,11,-1,-11,8,-4,-4,-1
CCCCC(c1nnnn1CS(=O)(=O)c1ccc(C)cc1)N1CCC(C(N)=O)CC1 (stereo unspecified),-6,3,1,4,4,33,2,9,14,8,-28
O=C(N/N=C/c1c(O)n(Cc2ccco2)c(=O)[nH]c1=O)c1ccccc1,5,-69,9,-100,-60,-6,-7,-27,-2,-10,-9
CCC1CCCCN1C(=O)c1ccc2nc(Cc3ccc(OC)cc3)oc2c1 (stereo unspecified),6,-91,-22,-75,-91,12,-8,-28,-24,1,-18
COCCCNC(=O)c1c(F)c(F)c(F)c(F)c1F,-3,17,-1,-5,12,-1,1,nt,4,-1,-25
O=C(Nc1ccc(Cl)cc1)Nc1ccccc1NS(=O)(=O)c1cccs1,-3,-9,-8,1,2,-1,-9,28,-25,-6,-35
CCOC(=O)c1c(NC(=O)/C=C\C(=O)O)sc(C)c1-c1ccccc1,0,0,-1,26,7,0,1,12,16,-2,18
